Assay outcomes (PubChem)
ER stress rescue: protection against thapsigargin-triggered cell killing – 384-well, CSM14.1, ATP luminescence, primary screen (AID 1222) | cellular ATP content (survival), % at 20 µM; hits with a dose series show EC50 in µM | CSM14.1 thapsigargin-induced death rescue, ATP luminescence; higher % means a stronger effect | 190,000 tested, under 10 active;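 active means EC50 below 50 µM in the dose-response confirmation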;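 further: death triggered by thapsigargin at about 15 µM added after 2 h compound pretreatment; cell ATP read after overnight thapsigargin exposure of roughly 18 to 22 hours; normalized against plate controls of thapsigargin alone and 5% DMSO vehicle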
Autophagy HCS: autophagy modulation, high-content screen; MEF GFP-LC3 puncta imaging; test concentration mostly 10 µM; calls only at 10 µM (by protocol); 0.98% of 190,000 active;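 active means percentage of spot-positive cells more than 3 SD above its plate mean, without a fluorescence outlier flag or 80% toxicity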;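 further: spot-positive cell cutoff set from DMSO-treated cells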
P. falciparum M17LAP: P. falciparum M17LAP inhibitors, primary screen, biochemical, fluorogenic H-Leu-NHMec substrate, 1536-well (AID 1619); recombinant M17LAP, H-Leu-NHMec fluorogenic kinetic assay; higher % means a stronger effect; inhibition, % at 30 µM, or IC50 in µM where a hit was titrated; 0.38% of 220,000 active;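 active means compound inhibiting the enzyme by more than half at any dose during confirmatory dose-response retesting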;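 further: plate controls were full reaction with DMSO carrier for no effect and no enzyme background for full effect; strong numbers were not always called active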
Hep lipid drop: modulators of hepatic lipid droplet formation | AML12 mouse hepatocytes, oleate lipid droplets, BODIPY imaging | inhibition, % at 6.5 µM | 0.4% of 240,000 active | AID 1656;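 active means lipid droplet intensity inhibited by at least 50%, with more than 500 cells counted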
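Assay system: AML12 hepatocytes (mouse) / Also added: 100 µM oleic acid challenge / Times: overnight treatment with compound plus oleate / Detection: high-content imaging of BODIPY-stained droplets and DAPI nuclei / Evaluation: % inhibition of lipid droplet signal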
Ins promoter up: MIN6 insulin promoter up-regulation. z-score at 5 µM. 0.3% of 190,000 active. MIN6 insulin promoter-GFP reporter, high-content imaging; hits give high values;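 active means z-score above 3 at 5 µM with at least 500 cells counted in the well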
P. falciparum M1AAP: malaria alanyl aminopeptidase activity blockers – biochemical, fluorogenic H-Leu-NHMec substrate, 1536-well (AID 1445); recombinant M1AAP, H-Leu-NHMec fluorogenic kinetic assay; higher % means a stronger effect; inhibition, % at 30 µM; hits with a dose series show IC50 in µM; 0.42% of 220,000 active;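 active means primary inhibition above the hit cutoff, then over 50% inhibition at one or more dose response concentrations, cut at about 23% in these data, passing the limit was not always enough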;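 further: plate controls were DMSO full reaction for no effect and no enzyme background for full effect; strong numbers were not always called active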
Dynein transport: blocks dynein driven cargo transport along microtubules; z-score, hits read low; 3617.4 mouse cells, GR-EGFP nuclear translocation imaging; test concentration mostly 20 µM; stimulated with dexamethasone, 1 µM; hits give low values; 0.47% of 220,000 active;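 active means plate z-score of nuclear minus cytoplasmic receptor signal below a set negative limit, without overly bright fluorescence or cell loss, cut at about -3.5 in these data, passing the limit was not always enough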;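 further: z-score of nuclear minus cytoplasmic ring GR-EGFP intensity difference per well; some compounds called inactive have numbers as strong as hits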
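Also added – dexamethasone, 1.0 µM final · Buffer or medium – tet-free, stripped-serum medium · Schedule – induction 48 h, compound 1 h, agonist 30 min · Detection – formaldehyde fixation, Hoechst nuclear stain, 10x automated fluorescence imaging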
Yfh1-depleted yeast: mitochondrial function rescue without frataxin homolog – Friedreich's ataxia, plus single-dose screen, dose response (AID 1465); S. cerevisiae Yfh1-off respiration, WST-1 reduction, 72 h; higher fold induction means a stronger effect; 0.074% of 220,000 active; fold induction at 50 µM, or EC50 in µM where a hit was titrated;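 active means fold induction of absorbance versus untreated yeast above a set limit, then at least 30% activation at any dose in follow-up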;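 further: activators that raise dye reduction in frataxin-depleted yeast; strong numbers were not always called active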
MT stabilize HCS: microtubule stabilizers in HeLa cells. AID 2205. % tubulin-high responders, % at 10 µM. HeLa tubulin immunostaining HCS, 24 h; share of cells brighter than vehicle mean+2SD. 0.83% of 200,000 active;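 active means plate Z-score above 3 for both tubulin-high and condensed-nucleus cell shares, with cell loss under 80%, at 10 µM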;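 further: anti alpha tubulin signal scored within the nucleus-defined area of each cell; some results filed as inactive read as strong as hits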
Dynein transport cytoplasmic EGFP: second read-out of Dynein transport, no call of its own (marks repeat the call); z-score; measured here: cytoplasmic GR-EGFP intensity; hits give high values
Dynein transport nuclear GR-EGFP: second read-out of Dynein transport, no call of its own (marks repeat the call); z-score; measured here: nuclear GR-EGFP intensity;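 lower value marks the stronger effect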
Dynein transport cell count: second read-out of Dynein transport, no call of its own (marks repeat the call); z-score; measured here: cell count per field
Ins promoter up cell count: also measured in Ins promoter up; calls as there; cell count; measured here: cytotoxicity, nuclei count;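 total cells summed across four imaged fields per well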
Hep lipid drop cells 6.5 µM: also measured in Hep lipid drop; calls as there; cell count; measured here: cell count, cytotoxicity flag;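 cells counted across two imaged fields per well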
MT stabilize HCS Hoechst-high %: also measured in MT stabilize HCS; calls as there; % Hoechst-high responders; measured here: nuclear condensation Hoechst responders;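 share of cells brighter than vehicle mean plus two SD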
MT stabilize HCS cytotoxicity %: further read-out of MT stabilize HCS, marked with its call; toxicity, %; measured here: cytotoxicity by cell density;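 0% = mean cell density of plate MIN control wells and 100% = no cells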
Autophagy HCS cell loss 18 h: also measured in Autophagy HCS; calls as there; toxicity, %; measured here: cell loss, nuclei count;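 cell loss after 18 h compound exposure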
* = called active by the depositor; i = inactive; nt = not tested or not shown. Compounds as they come; 3.5% or so of the library scored in one or more.

SMILES	ER stress rescue	Autophagy HCS	Autophagy HCS cell loss 18 h	P. falciparum M17LAP	Hep lipid drop	Hep lipid drop cells 6.5 µM	Ins promoter up	Ins promoter up cell count	P. falciparum M1AAP	Dynein transport	Dynein transport cytoplasmic EGFP	Dynein transport nuclear GR-EGFP	Dynein transport cell count	Yfh1-depleted yeast	MT stabilize HCS	MT stabilize HCS Hoechst-high %	MT stabilize HCS cytotoxicity %
CSc1ccccc1NC(=O)CN(c1ccccc1Br)S(C)(=O)=O	-2.0%	i	-2	-4%	-1	740	0.8	1309	2%	1.2	-0.2	0.69	0.19	i	1.2	1.3	5.7
CCOC(=O)N1CCN(C(c2ccc(C(C)C)cc2)c2sc3nc(C)nn3c2O)CC1 (centres undefined)	-1.7%	i	2	3%	18	480	0.66	1739	7%	-0.1	-0.25	0.043	0.86	i	2.9	2.3	15
CCOc1ccc(NC(=O)Cn2nnc(-c3ccccc3NC(=O)CC)n2)cc1	2.0%	i	-2	13%	nt	nt	nt	nt	7%	0.084	-0.18	0.39	-0.68	i	4.3	2.4	5.3
O=c1cc(-c2ccc3c(c2)OCO3)oc2ccccc12	-1.4%	i	6	31%	-2	603	nt	nt	0%	0.39	-0.14	0.39	0.44	i	3.9	1.3	10
COc1ccc(C)cc1NC(=O)NCCC1=CCCCC1	nt	i	5	6%	-10	712	0.09	1241	4%	2	0.89	2.1	-2.9	i	2.2	2.7	45
COc1ccc(-c2noc(CCC(=O)NCc3ccco3)n2)cc1	nt	nt	nt	2%	-6	736	0.07	1356	10%	-0.29	-0.31	-0.22	0.39	i	nt	nt	nt
Cc1c(NC(=O)/C(C#N)=C/c2c(N3CCCCC3)nc3ccccn3c2=O)c(=O)n(-c2ccccc2)n1C	nt	nt	nt	-2%	5	668	0.15	1388	7%	0.15	-0.26	-0.19	0.67	i	nt	nt	nt
C=CCc1cc(C)ccc1OCCOCCn1ccnc1	-1.5%	i	-2	4%	18	641	-0.38	1056	0%	2	-0.28	0.5	-0.56	i	2.0	2.2	7.5
C=CCO/N=C/C1=C(O)C(C(=O)OC)C(C)(C)CC1=O (centres undefined)	0.2%	i	1	7%	12	655	1.7	1276	3%	0.5	-0.32	0.35	-0.16	i	1.7	1.7	4.0
O=C(CNC(=O)c1ccco1)OC(C(=O)c1ccccc1)c1ccccc1 (centres undefined)	-1.4%	i	-1	-8%	nt	nt	nt	nt	-3%	-0.33	-0.2	-0.22	0.54	i	1.5	1.7	8.5
O=C1C2C3C=CC(C3)C2C(=O)N1c1ccc(N2CCN(c3ccccn3)CC2)c([N+](=O)[O-])c1 (centres undefined)	1.0%	i	2	0%	2	746	-0.56	1058	9%	-0.49	0.16	-0.16	0.72	nt	3.4	2.8	8.1
Cc1ccc2nc(SCC(=O)Nc3cc([N+](=O)[O-])ccc3F)[nH]c2c1	-1.2%	i	14	12%	6	651	-0.14	1402	19%	-0.19	-0.28	-0.24	0.3	i	2.8	1.2	3.1
O=C(CSCc1cccs1)N1CCCC1	nt	i	26	10%	-4	657	-0.14	1249	-1%	-0.21	-0.067	0.68	-0.13	i	3.5	1.8	6.9
Cc1ccc(CNC(N)=S)cc1	-2.2%	i	37	-1%	13	877	0.45	1017	-5%	1.8	0.35	1.7	-0.39	i	3.3	1.3	8.7
C=COC(=O)CSc1snc(SCC(=O)OC)c1C#N	nt	i	4	22%	-9	710	0.53	1290	7%	-0.26	-0.22	-0.39	0.51	i	3.2	2.6	6.6
Cc1cc(C)nc(N2CCC(C(=O)NCCc3ccc(F)cc3)CC2)n1	0.4%	i	21	-7%	nt	nt	0.04	1301	3%	-0.29	-0.2	-0.23	0.62	nt	2.0	1.2	8.7
O=C(CCS(=O)(=O)Cc1ccccc1)NCc1ccco1	-1.3%	i	-6	-3%	0	609	0.99	1953	4%	-0.91	-0.24	-1.1	0.48	i	1.9	2.0	2.7
CCOC(=O)c1ccc(N2C(=O)CC(N3CCOCC3)C2=O)cc1 (centres undefined)	-1.9%	i	-2	5%	1	758	-0.1	1250	11%	-0.69	-0.16	-0.27	-0.49	i	2.1	2.0	2.7
Cc1ccc(C(O)(c2ccccc2)c2ccccc2C(C)N(C)C)c(C)c1 (centres undefined)	2.6%	i	22	-1%	nt	nt	-1.6	1073	4%	0.67	-0.16	0.93	-1.2	i	2.3	2.0	6.6
CCOc1ccc(Nc2nc(Nc3ccc(O)cc3)nc(C)c2[N+](=O)[O-])cc1	1.2%	i	6	0%	20	694	-1.3	1637	3%	-0.58	-0.29	-0.15	0.35	i	3.3	2.4	2.8
O=S(=O)(Nc1nc2ccccc2nc1-[n+]1cccc(N=C([O-])c2ccccc2Cl)c1)c1ccccc1	nt	nt	nt	-9%	-4	674	0.6	1443	1%	0.037	1.6	0.33	0.32	i	nt	nt	nt
Cc1c(N2C(=O)CSC2c2ccc([N+](=O)[O-])cc2)c(=O)n(-c2ccccc2)n1C (centres undefined)	nt	nt	nt	2%	-22	720	0.29	1142	-1%	-0.58	-0.19	0.3	-0.095	i	nt	nt	nt
Cc1ccc2nc(N3CCN(C)CC3)c(C#N)cc2c1	-0.7%	i	-1	-34%	nt	nt	0.72	1112	0%	0.23	-0.26	-0.027	-0.33	i	2.4	3.0	7.3
CC1(C)COC2(OC1)C(=O)N(CN1CCOCC1)c1ccccc12	4.1%	i	-16	5%	1	741	-0.04	1421	16%	2.6	0.0075	2.3	-2.1	i	3.9	1.8	14
O=C(/C=C/c1cccc([N+](=O)[O-])c1)Nc1cccc(NC(=O)c2ccco2)c1	0.9%	i	-6	6%	10	535	0.21	1454	4%	-1.1	-0.23	-0.76	0.34	nt	2.3	3.9	10
Further records follow.
SMILES	ER stress rescue	Autophagy HCS	Autophagy HCS cell loss 18 h	P. falciparum M17LAP	Hep lipid drop	Hep lipid drop cells 6.5 µM	Ins promoter up	Ins promoter up cell count	P. falciparum M1AAP	Dynein transport	Dynein transport cytoplasmic EGFP	Dynein transport nuclear GR-EGFP	Dynein transport cell count	Yfh1-depleted yeast	MT stabilize HCS	MT stabilize HCS Hoechst-high %	MT stabilize HCS cytotoxicity %
CN(Cc1ccon1)C(=O)CC1C(=O)NCCN1CC(C)(C)C (centres undefined)	-0.6%	i	-15	16%	5	693	-0.27	1490	-1%	-1.3	2.7	-0.62	1	i	2.8	1.2	1.7
O=C(NNc1cc(Cl)ccc1Cl)c1cccnc1Cl	-0.3%	i	-7	13%	nt	nt	0.08	1243	0%	-0.71	-0.2	-0.65	0.98	i	1.7	2.9	7.0
O=C1NC(NS(=O)(=O)c2ccc(Cl)cc2)(C(F)(F)F)C(=O)N1Cc1cccnc1 (centres undefined)	-4.0%	i	5	19%	4	762	1.1	1115	3%	0.68	-0.028	1.8	-1.2	i	2.0	3.6	9.7
Cc1ccc(CSc2nncn2-c2ccccn2)cc1	-2.6%	i	-3	-9%	20	768	nt	nt	-5%	2.9	-0.21	1.3	-1.3	i	4.6	2.2	2.2
N#CC1(c2ccccc2)CCC(=O)N1Cc1ccccc1 (centres undefined)	nt	nt	nt	-5%	3	691	-0.34	1164	0%	-0.62	-0.28	0.32	0.19	i	nt	nt	nt
O=C(O)CCSc1ccc([N+](=O)[O-])cc1[N+](=O)[O-]	0.0%	i	-4	15%	11	719	0.17	1374	6%	-2	-0.23	-0.91	1.1	i	2.6	3.1	6.3
Cc1c(C(=O)N2CC3(CC(c4cccc(NC(=O)[C@H]5CCC(=O)N5)c4)=NO3)C[C@@H]2C(N)=O)cc([N+](=O)[O-])cc1[N+](=O)[O-] (some centres undefined)	nt	nt	nt	2%	nt	nt	-0.81	991	1%	-1.1	-0.78	-0.54	0.51	i	nt	nt	nt
O=C(NC(=S)Nc1ccc(S(=O)(=O)Nc2nccs2)cc1)c1cccnc1	-1.0%	i	-1	22%	17	736	-0.73	1188	18%	-0.31	-0.34	-0.68	0.55	i	2.1	1.7	5.4
CCCCC(=O)NCc1ccc(F)cc1	-2.2%	i	0	5%	6	676	0.02	1387	-4%	0.5	0.16	0.32	-1.1	i	2.5	1.9	1.5
COc1ccc(CCNC(=O)Cn2nnc3ccccc3c2=O)cc1	-3.1%	i	0	19%	-4	657	0.68	1535	6%	-0.12	-0.25	-0.15	-0.33	i	3.0	3.7	12
COc1ccc(-c2cc(=Nc3ccc(C)cc3)c3ccccc3o2)cc1	5.3%	i	0	-10%	nt	nt	0.01	1607	2%	0.42	-0.21	0.22	-0.037	i	2.3	1.2	3.6
CCOC(=O)N1CCN(C(=O)c2ccc3c(SCC(=O)O)c4c(nc3c2)CCCC4)CC1	nt	nt	nt	22%	3	734	-0.42	1297	10%	-1.1	-0.24	-0.63	0.17	i	6.8	1.4	9.5
O=S1(=O)N=C(N2CCN(c3ccc(F)cc3)CC2)c2ccccc21	-0.4%	i	-3	4%	22	852	0.78	860	1%	2.5	-0.19	1.5	-1.7	i	2.8	2.1	1.1
CC1(C)[N+]([O-])=C2C(=[N+]([O-])C1(C)C)c1ccccc1/C2=N\O	-0.2%	i	-10	2%	nt	nt	nt	nt	10%	0.016	-0.13	-0.17	0.36	i	1.1	0.8	6.9
Cn1c(NNC(=O)/C=C/c2ccc3c(c2)OCO3)cc(=O)n(C)c1=O	nt	nt	nt	3%	12	743	0.68	892	1%	-0.15	-0.25	0.44	0.51	i	nt	nt	nt
